# MPTP block = permeability transition pore inhibition | isolated mouse mitochondria, Ca2+ swelling absorbance, 30 min | inhibition, % at 10 µM | actives 1.4% (n = 360,000) | AID 602449;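 active = inhibition of 50% or more, scaled per plate between neutral and stimulator controls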;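 also: 0% = DMSO wells given calcium and 100% = 1 mM EGTA wells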
# SENP6 block = blocks the human protease SENP6. Q9GZR1. Recombinant SENP6 catalytic domain, aminoluciferin luminescence. inhibition, % at 10 µM. actives 1.8% (n = 330,000). AID 2599;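 active = inhibition above about 50% at the single tested dose, limit read from the data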;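 also: plate controls were DMSO wells with enzyme for no effect and DMSO wells lacking enzyme for full effect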
# Target sequence (Q9GZR1 628-1112 limits assumed): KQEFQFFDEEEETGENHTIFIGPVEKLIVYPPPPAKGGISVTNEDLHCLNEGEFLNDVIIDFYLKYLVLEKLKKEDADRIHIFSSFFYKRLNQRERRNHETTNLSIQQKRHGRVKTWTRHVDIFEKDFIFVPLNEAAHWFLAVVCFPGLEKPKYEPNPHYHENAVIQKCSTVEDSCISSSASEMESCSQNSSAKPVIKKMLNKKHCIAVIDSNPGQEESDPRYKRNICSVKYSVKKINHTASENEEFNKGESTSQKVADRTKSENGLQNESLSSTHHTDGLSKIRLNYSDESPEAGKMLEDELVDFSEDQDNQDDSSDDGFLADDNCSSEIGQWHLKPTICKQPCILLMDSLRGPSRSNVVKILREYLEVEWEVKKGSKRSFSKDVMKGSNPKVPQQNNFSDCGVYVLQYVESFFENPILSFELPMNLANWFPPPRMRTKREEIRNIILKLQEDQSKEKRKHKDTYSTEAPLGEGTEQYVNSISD
# SENP8 inh = inhibitors of human SENP8 protease. Q96LD8. AID 602440. actives 0.64% (n = 360,000). inhibition, % at 20 µM. recombinant SENP8, Nedd8 substrate fluorescence; in the data active = inhibition mostly above about 40%, no sharp cut-off; inactive = mostly below about 27%
# Target sequence (Q96LD8 whole entry, looked up): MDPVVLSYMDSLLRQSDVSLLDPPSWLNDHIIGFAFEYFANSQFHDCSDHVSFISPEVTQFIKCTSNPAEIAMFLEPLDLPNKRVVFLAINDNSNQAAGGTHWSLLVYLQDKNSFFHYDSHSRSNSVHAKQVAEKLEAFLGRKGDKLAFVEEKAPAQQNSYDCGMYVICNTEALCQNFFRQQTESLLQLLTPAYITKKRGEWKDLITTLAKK
# HKDC1 inh = blocks human hexokinase HKDC1 activity; Q2TB90; recombinant HKDC1, G6PDH/diaphorase resazurin coupled fluorescence; inhibition, % at 20 µM; actives 0.16% (n = 340,000); AID 493160;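 active = inhibition above about 35% when tested at 20 µM, limit read from the data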;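 also: plate controls were DMSO wells with enzyme for no effect and DMSO wells lacking enzyme for full effect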
#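 test system = in-house recombinant HK5 (HKDC1) enzyme | amount = HKDC1 at 5 µg/mL | control set = DMSO-enzyme wells negative, buffer-substituted wells positive | compound = one dose of 20 µM, 1% DMSO | schedule = reaction time 90 min, room temperature, protected from light | technique = resorufin fluorescence at 613 nm | reagent = glucose with 1 mM ATP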
# ATG4B inh = ATG4B (human) cysteine protease inhibition | Q9Y4P1 | ATG4B cleavage of LC3-PLA2, NBD-HPC fluorescence, 1 h | inhibition, % at 8.33 µM | actives 0.51% (n = 340,000) | AID 504462; in the data active = inhibition above about 40%
# Target sequence (Q9Y4P1 whole entry, looked up): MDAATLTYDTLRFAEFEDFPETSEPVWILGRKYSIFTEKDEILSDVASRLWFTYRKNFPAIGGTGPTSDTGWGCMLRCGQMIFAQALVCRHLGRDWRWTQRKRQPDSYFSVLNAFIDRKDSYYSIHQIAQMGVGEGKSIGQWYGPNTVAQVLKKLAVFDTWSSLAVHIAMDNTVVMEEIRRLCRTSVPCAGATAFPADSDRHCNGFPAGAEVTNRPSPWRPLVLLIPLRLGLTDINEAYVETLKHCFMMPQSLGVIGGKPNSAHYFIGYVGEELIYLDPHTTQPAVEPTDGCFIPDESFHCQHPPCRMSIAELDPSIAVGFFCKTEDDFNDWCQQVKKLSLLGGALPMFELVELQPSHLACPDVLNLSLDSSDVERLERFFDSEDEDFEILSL
# GRIN3A LBD mod = NR3A (human) ligand-binding domain modulation. AID 1259313. NR3A LBD differential scanning fluorimetry, Tm shift; 0% = protein alone, 100% = glycine-bound protein. Tm shift relative to glycine control, % at 25 µM. actives 2.5% (n = 340,000);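 active = melting temperature shift of at least 10% of the positive control shift, at one fixed dose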
# SENP7 inh = inhibitors of human SENP7 protease | AID 434973 | actives 1.5% (n = 330,000) | inhibition, % at 5 µM | recombinant SENP7, Z-RLRGG-aminoluciferin luminescence, 40 min | Q9BQF6;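 active = inhibition above about 50% at the single test dose, limit read from the data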;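 also: plate controls were DMSO with enzyme for no effect and no enzyme buffer wells for full effect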
# PfGluPho inh = PfG6PD (Plasmodium falciparum) enzyme inhibition; AID 504690; inhibition, % at 20 µM; PfGluPho enzyme, NADPH resazurin-diaphorase fluorescence; actives 0.78% (n = 350,000);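 active = inhibition reaching at least a set limit at 20 µM in the primary screen, cut at about 59% in these data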;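 also: 0% = DMSO wells with substrate and 100% = DMSO wells lacking glucose-6-phosphate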
# The depositor's hits bear a star; x = no result given.
# Every second line gives: MPTP block	SENP6 block	SENP8 inh	HKDC1 inh	ATG4B inh	GRIN3A LBD mod	SENP7 inh	PfGluPho inh
COc1ccc(CNC(=O)c2c(O)c3cccc4c3n(c2=O)CCC4)cc1
 : 81*	x	-83	-4	-1	-1	x	-5
Cc1csc(NC(=O)CSc2nnc(-c3ccoc3C)n2CCc2ccccc2)n1
 : 0.9	-11	17	2	-1	-1	-2	2
COc1ccc(/C=C/C(=O)NCCc2nc3ccccc3[nH]2)cc1
 : 0.6	-5	10	-6	-8	-2	7	20
CN(CC(=O)N(CCO)Cc1ccccc1)S(=O)(=O)c1ccc2c(c1)c(=O)n(C)c(=O)n2C
 : -0.6	-21	5	-4	4	2	2	-8
O=c1ccc(-c2nc3cc(Cl)ccc3n2Cc2ccccc2)c[nH]1
 : -0.1	-5	-6	16	-3	0	-4	0
CCCNC(=O)C1CCN(S(=O)(=O)c2c(C)noc2/C=C\c2ccc(OC)cc2)CC1
 : -0.1	-2	-124	-3	-4	-2	-2	0
Cc1ccc(C)c2[nH]c(=O)c(CCNC(=O)c3ccc(S(=O)(=O)N(C)C)cc3)cc12
 : -0.1	-12	-42	10	-6	-2	16	6
CCCCC(CCC(=O)Nc1nccs1)C(=O)O (configuration not stated)
 : 1.8	-8	13	-3	-5	-2	-5	-2
Cc1ccc(Nc2nnc(SCC(=O)c3ccc(Br)s3)s2)c(C)c1
 : 5.4	-2	9	-4	19	1	-2	20
c1cncc(-c2noc(-c3cccc4ccccc34)n2)c1
 : 1.3	23	-273	-7	-24	5	5	10
CC(=O)OC/C=C(\C)CCC=C(C)C
 : -0.3	-13	-6	0	-2	-2	7	-8
O=C(CC1(CC(=O)N2CCOCC2)CCCC1)Nc1ccc(F)cc1
 : -1.1	-6	1	-6	-3	-1	-2	13
CCN(CC)CCNC(=O)c1ccc(NC(=O)c2cc(-c3ccco3)nc3ccccc23)cc1
 : -0.2	-12	-476	-1	0	-1	-13	16
C[C@@H]1CN([C@H](C)CO)C(=O)c2cc(NC(=O)Nc3ccc(C(F)(F)F)cc3)ccc2O[C@H]1CN(C)S(=O)(=O)c1ccc(Cl)cc1
 : -0.5	-4	-12	3	-6	19*	-3	25
Cc1cc(/C=C(\C#N)C(=O)Nc2ccccc2)c(C)n1-c1ccc(C(=O)O)cc1
 : 3.2	8	-241	5	-5	2	6	-9
CCC(c1nnnn1Cc1ccco1)N(CCc1ccccc1)Cc1cc2cccc(C)c2[nH]c1=O (configuration not stated)
 : 3.5	-10	-74	11	-12	2	-4	3
CC(=O)CSc1nc2ccc(Nc3nc(N4CCOCC4)nc(N4CCOCC4)n3)cc2s1
 : 3.6	-10	19	-7	-9	-1	-7	-3
CCC(C)N1CC(=O)N2Cc3[nH]c4ccccc4c3C[C@H]2C1=O (some centres not stated)
 : -0.6	0	14	3	6	-1	11	-10
CC(NS(=O)(=O)c1ccc(Br)cc1)C(=O)NCC1CCCO1 (configuration not stated)
 : -0.8	-8	7	3	5	-2	4	-19
CC1CCN(C(=O)C2CCN(c3nnc(-n4cccc4)s3)CC2)CC1
 : -2.3	-7	14	-4	17	0	8	-2

# The list goes on (4 carried over from the part before).
# Every second line gives: MPTP block	SENP6 block	SENP8 inh	HKDC1 inh	ATG4B inh	GRIN3A LBD mod	SENP7 inh	PfGluPho inh
CC(=O)CSc1nc2ccc(Nc3nc(N4CCOCC4)nc(N4CCOCC4)n3)cc2s1
 : 3.6	-10	19	-7	-9	-1	-7	-3
CCC(C)N1CC(=O)N2Cc3[nH]c4ccccc4c3C[C@H]2C1=O (some centres not stated)
 : -0.6	0	14	3	6	-1	11	-10
CC(NS(=O)(=O)c1ccc(Br)cc1)C(=O)NCC1CCCO1 (configuration not stated)
 : -0.8	-8	7	3	5	-2	4	-19
CC1CCN(C(=O)C2CCN(c3nnc(-n4cccc4)s3)CC2)CC1
 : -2.3	-7	14	-4	17	0	8	-2
CC1CCCCC1NC(=O)c1ccco1 (configuration not stated)
 : 0.2	-10	7	-3	7	0	-8	-12
CC(C)(Oc1ccc(Cl)cc1)C(=O)OCn1nnc2ccccc2c1=O
 : -0.4	-24	19	-4	-2	-1	5	13
CC(=O)Nc1ccc(S(=O)(=O)NCC(=O)OCC(=O)NC23CC4CC(CC(C4)C2)C3)cc1
 : 0.9	2	14	-7	3	1	5	-13
CS(=O)(=O)c1ccc(Cl)c(NC(=O)CN2CCN(S(=O)(=O)/C=C/c3ccccc3)CC2)c1
 : -1.5	x	5	0	-22	-9	x	-2
Cc1cc2c(cc1C)N(C(=O)CCl)CCN2C(=O)CCl
 : 0.2	x	2	14	8	-2	x	-3
O=C(Nc1nccs1)c1cc(N2CCOCC2)nc2ccccc12
 : -9.9	-14	-308	-3	1	0	-8	-16
OC(CNCc1ccc2c(c1)OCO2)COc1ccc(F)cc1 (configuration not stated)
 : -1.4	-2	12	-5	2	0	-3	-1
CCOCCn1c(CN2CCN(C(c3ccccc3)c3ccccc3)CC2)nc2c1c(=O)n(C)c(=O)n2C
 : -0.5	-1	15	-4	14	-2	0	1
N#Cc1cn(CC(=O)N2CCCC2)c2ccccc12
 : -0.5	-8	-17	-3	-3	0	-2	-5
COc1ccc(-n2nc(C(=O)NCC(=O)NCCCN3CCOCC3)c3ccccc3c2=O)cc1OC
 : 2.2	-15	-4	-8	7	-1	9	1
NC(=O)c1ccc(SCC(=O)OCC(=O)N2CCCC2=O)c([N+](=O)[O-])c1
 : 2.4	-16	-5	-2	2	0	18	-11
O=c1[nH]c2cc([N+](=O)[O-])ccc2c2ccc([N+](=O)[O-])cc12
 : 0.0	x	26	7	6	13*	x	22
COC(=O)c1ccc2c(c1)NC(=O)C(N1CCOCC1)S2 (configuration not stated)
 : -1.0	-5	0	-3	-4	-2	-2	-9
Cc1ccc(NC(=O)c2ccc(S(=O)(=O)Nc3c(C)n(C)n(-c4ccccc4)c3=O)cc2)nc1
 : -0.5	-26	4	-1	3	-1	-12	-17
C/C(CCN1CCc2nc(-c3ccccc3)c(-c3ccccc3)cc2C1)=N\O[C@@H](C)c1cc(-c2c(C)cc(C)cc2C)no1
 : 2.2	-1	-25	0	11	-1	-3	-8
Cc1cc(C)n(C(=O)c2cccc([N+](=O)[O-])c2)n1
 : -0.8	-2	0	3	4	-3	5	-4
CC(C)=CCc1cc([C@@H]2CC(=O)c3ccc(O)c(CC=C(C)C)c3O2)ccc1O
 : -0.1	-11	33	2	-20	11*	2	22
O=c1c2ccccc2cnn1Cc1nnc(-c2cccs2)o1
 : 0.3	-5	-24	2	-5	-1	4	-9
O=C(Nc1ccc(Cl)cc1)OCc1cn(-c2ccc(Cl)cc2)nn1
 : 85*	-5	15	-8	-3	-4	0	-1
O=c1c2ccccc2nc(/C=C/c2cc(Br)ccc2O)n1CCO
 : 1.8	-29	-25	-2	-16	4	5	14
COc1nc(Nc2ccc3c(c2)OCO3)nc(OC)n1
 : -1.6	-16	8	-7	-7	-1	-9	-2
Clc1ccc2nc(-c3ccccc3)cn2c1
 : -0.4	95*	-147	0	-1	1	97*	64*
CCc1nc(Cl)c(C#N)c2c1CCCC2
 : 0.9	-8	4	-8	-2	-1	10	-20
COc1ccc(Oc2nc(C)nc3c2oc2ccccc23)cc1
 : 0.4	-22	6	3	-14	-1	-7	11
COC(=O)c1ccc(C2NC(=O)c3ccccc3O2)cc1 (configuration not stated)
 : -0.1	-6	-14	7	-4	2	3	3
CC(c1nc2ccccc2c(=O)[nH]1)N1CCN(C)CC1 (configuration not stated)
 : -0.1	1	14	2	-6	1	-2	15
Cc1ccc(CNC(=O)COC(=O)c2cnc(C)cn2)cc1
 : -1.3	-25	6	-4	-1	0	-8	-29
CCc1cc(-c2n[nH]c(=S)n2C(C)c2ccccc2)cs1 (configuration not stated)
 : -1.6	9	18	-6	2	0	3	26
Cc1cc(=O)oc(C)c1C(=O)NCC1COc2ccccc2O1 (configuration not stated)
 : -0.8	8	1	15	4	-1	3	3
CCOC(=O)C(C)Sc1nnc(CSc2nc3nc(C)cc(C)n3n2)o1 (configuration not stated)
 : 1.2	-5	11	15	-2	1	6	-15
CCCC[n+]1c(C)sc2ccc(C)cc21
 : -0.4	-4	-8	0	4	3	-6	26
Clc1ccc(-c2nnc3c4ccccc4nc(N4CCOCC4)n23)cc1Cl
 : 4.3	-5	-18	-2	5	-1	1	-13
O=C(O)COc1c(-c2ccc(Cl)cc2)oc2ccccc2c1=O
 : 0.4	-9	-72	0	-3	-1	1	2
COc1ccc(CCNC(=O)COC(=O)c2sc(C)nc2C)cc1
 : -2.1	0	8	-1	-6	0	-2	-7
CC(=O)Nc1ccc(NC(=O)C(C)OC(=O)CCCOc2ccc(Cl)c(C)c2)cc1 (configuration not stated)
 : 0.3	-5	6	5	-6	-9	1	11
COc1cc(NC(=S)NC(=O)CC(C)C)ccc1NC(=O)c1cc2ccccc2o1
 : 2.7	-17	-202	-13	-7	-1	-3	-9
Oc1ccc(C[C@@H]2CNCCN2CC2CCCCC2)cc1
 : 2.6	-9	10	-3	7	-1	1	6
O=C(NNc1nc2ccccc2s1)Nc1ccccc1
 : -0.2	-24	-4	-13	-2	2	1	19
COc1ccc(-c2cc(C)no2)cc1S(=O)(=O)Nc1ccc(NC(C)=O)cc1
 : -1.8	-7	11	-5	1	0	8	-7
NC(=O)C1(N2CCCCC2)CCN(C(=O)CSc2nc(C(F)(F)F)cc(=O)[nH]2)CC1
 : 0.2	-6	16	-8	5	-2	7	-1
O=C(Cc1cccc2ccccc12)Nc1cc(C(=O)O)cc(C(=O)O)c1
 : -0.4	20	20	-6	3	-1	0	-8
CCOn1c(=O)c(-c2ccc(Cl)cc2)[n+]([O-])c2ccccc21
 : -0.8	-8	-83	-7	-3	-2	-3	-10
Cc1nc(NC(=O)COC(=O)CCS(=O)(=O)c2ccccc2Cl)c(Cl)cc1Cl
 : 0.9	-9	-56	-9	2	-1	3	-14
O=C(NC(=S)N1CCCC1)c1ccccc1Cl
 : 0.1	-10	6	4	1	2	-8	2
Cc1c(C(=O)Nc2cc(F)cc(F)c2)cnn1-c1ccccc1
 : 0.6	36	13	9	-2	2	24	22
CCCCC(=O)Nc1ccc(C(=O)Nc2ccc3c(c2)OCO3)cc1
 : -0.5	-7	-2	-4	-22	5	12	-9
CC1=NN(C(N)=S)C(C)(C)C1
 : 1.5	-11	14	-5	-9	1	11	8
Cc1ccc(S(=O)(=O)N2CCOCC2)cc1NC(=O)Cn1ccsc1=N
 : -2.2	5	15	-1	3	0	4	-4
CCc1ccccc1NC(=O)Nc1cccs1
 : 13	-11	0	13	12	-1	-10	-7
O=S(=O)(c1ccc(N2CCCC2)cc1)C(F)(F)F
 : 91*	-13	-2	0	7	-1	-2	26

# More structures follow:
# Every second line gives: MPTP block	SENP6 block	SENP8 inh	HKDC1 inh	ATG4B inh	GRIN3A LBD mod	SENP7 inh	PfGluPho inh
CC(C)(O)CN(C(=O)C(c1ccccc1)c1ccccc1)C1CCCCC1
 : -0.1	x	7	-1	-3	0	x	5
CCOC(=O)C1CCN(C(=O)c2ccccc2Oc2ccccc2)CC1
 : -1.3	-12	13	-4	-9	1	4	-5
N#Cc1sc2nc(C3CC3)cc(-c3ccccc3)c2c1N
 : 0.4	-34	-444	5	15	-11	-9	7
Clc1ccc(Cn2c(/C=C/c3ccco3)nc3ccccc32)cc1
 : -1.1	25	-381	0	7	2	8	51
O=C(NCc1ccccc1)c1onc(CSc2ccc(F)c(F)c2)c1C(=O)NCc1ccccc1
 : -0.6	-19	12	-1	-4	-6	1	16
O=C(O)c1ccccc1NC(=O)c1cc2ccccc2oc1=O
 : 0.4	9	7	5	-1	-3	24	9
CC(=O)Nc1ccc(S(=O)(=O)N2CCN(S(=O)(=O)c3ccc(F)c(F)c3F)CC2)cc1
 : 0.5	10	16	2	-1	1	3	-30
C[C@]1(CC/C(=C/CO)CO)[C@H](CO)CC[C@@]23COC(=O)C2=CCC[C@@H]31
 : -0.8	-3	17	-2	-2	-2	-6	3
CCCn1c(N)c(N(CCOC)C(=O)COC(=O)c2ccccc2NCCO)c(=O)[nH]c1=O
 : 0.4	-9	-432	-5	5	-2	0	4
